From PubChem BioAssay
mHTT-CaM PPI inh – inhibitors of human mutant huntingtin-calmodulin interaction. 3.6% of 190,000 active. P42858. AID 1671202. inhibition, % at 15 µM. AlphaScreen His-mHTT/GST-CaM binding, luminescence;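 further: 0% = both proteins with DMSO and 100% = one protein alone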
Pf apPOL block – Pf-apPOL DNA polymerase inhibition. inhibition, % at 10 µM. Recombinant Pf-apPOL, molecular beacon fluorescence, 1.5 h. 0.25% of 210,000 active
The depositor's hits bear a star; . = no result given. No stated cut-off is given here; in the data, active means inhibition above about 50%; inactive means the rest. Not all compounds are listed. The share of hits here may be higher or lower than overall.

SMILES | mHTT-CaM PPI inh | Pf apPOL block
CC(=O)N1CCN(c2nc3c(s2)CC(C(=O)NCc2cccnc2)CC3)CC1 (stereo unspecified) | 2.9 | -8.8
O=C(NC1CCCCCC1)c1cnc2n(c1=O)CCS2 | 5.0 | -1.3
CSc1nnc2c(n1)OC(c1cc(Br)ccc1O)Nc1ccccc1-2 (stereo unspecified) | 22.0 | -6.2
COc1ccc(NC(=O)C2=C(C)NC(=O)NC2c2cccc([N+](=O)[O-])c2)cc1 (stereo unspecified) | -3.4 | 0.4
COc1ccc(C2=N/C(=C\c3ccc(OC)cc3OC)C(=O)O2)c(Cl)c1 | 5.0 | 1.7
CC(C)(C)OC(=O)N1CC(C(=O)O)C1 | 0.4 | -11.3
O=C(NCc1ccc2c(c1)OCO2)c1cncc(Br)c1 | -5.1 | 1.6
Cc1cccc(-n2ccc(NC(=O)c3ccccc3F)n2)c1 | -23.3 | -4.5
CCCc1cc(SCC(=O)Nc2cc(C)ccc2OC)ncn1 | -19.9 | -19.9
Cc1cc(NC(=O)CCCc2ccccc2)no1 | -7.2 | -3.2
C1CCCCCC2(CCCCC1)OCC(CN1CCOCC1)O2 (stereo unspecified) | 13.0 | 0.1
Cc1cc2c(cn1)C(=Nc1ccccc1)c1cc([N+](=O)[O-])ccc1-2 | 33.0 | -4.2
O=C(COc1ccc(Cl)cc1Cl)Nc1cccc(NC(=O)c2ccccc2Cl)c1 | 8.6 | -6.3
O=S(=O)(c1c[nH]c2ncccc12)N1CCc2ccccc21 | -4.8 | -1.5
CC(C)(Oc1ccc(Cl)cc1)C(=O)NC1CCCC1 | -12.3 | -1.4
OC/C=C/C=C/c1ccc(F)cc1 | 72.0* | 3.4
c1ccc(C(NCCNC(c2ccccc2)c2ccccc2)c2ccccc2)cc1 | . | -1.0
CCCS(=O)(=O)N1CCC(n2c(-c3ccoc3)nc3cccnc32)C1 (stereo unspecified) | 6.3 | -0.9
COC(=O)c1sccc1NC(=O)N1CCCn2nc(-c3cccs3)cc2C1 | -2.6 | 1.1
COc1ccc(S(=O)(=O)Oc2ccc3c(c2)OC(=Cc2ccccc2OC)C3=O)cc1 | -6.1 | -7.7
CCOc1cc2c(c([N+](=O)[O-])c1)NC(c1ccc(Br)cc1)C1CC=CC21 (stereo unspecified) | 16.0 | -0.8
O=C(c1ccc(Cl)s1)N1CCCC(c2ccnc(-c3ccccc3)n2)C1 (stereo unspecified) | -1.0 | -5.2
O=C(NCCCN1CCOCC1)C(=O)c1c[nH]c2ccccc12 | 3.0 | -1.3
CC1CN(C(=O)c2cc(F)cc(F)c2)CC1c1nc(-c2ccccc2)no1 (stereo unspecified) | -10.6 | -3.0
Cc1ccc(/C=C/C2=NC(=C/c3ccc(F)cc3)/C(=O)O2)cc1 | 4.0 | 0.1
Cc1ccc(Nc2c(C(=O)NC3CCCC3)cnc3c2c(C)nn3C)cc1 | 13.6 | 1.7
Cc1c(Cl)cccc1NC(=O)N1CCC2(CC1)Nc1cc(F)ccc1-n1cccc12 | 41.4 | -2.2
O=C(Nc1ccccc1I)c1ccc([N+](=O)[O-])cc1 | 4.7 | 0.2
O=C(Nc1cccc(F)c1)N1CCCC1c1nc(-c2ccccc2)no1 (stereo unspecified) | -2.6 | -3.6
CSc1cccc(NC(=S)Nc2cccc(SC)c2)c1 | . | -12.6

Pulled by structure from above:
SMILES | mHTT-CaM PPI inh | Pf apPOL block
CC1CN(C(=O)c2cc(F)cc(F)c2)CC1c1nc(-c2ccccc2)no1 (stereo unspecified) | -10.6 | -3.0
CCOc1cc2c(c([N+](=O)[O-])c1)NC(c1ccc(Br)cc1)C1CC=CC21 (stereo unspecified) | 16.0 | -0.8
Cc1c(Cl)cccc1NC(=O)N1CCC2(CC1)Nc1cc(F)ccc1-n1cccc12 | 41.4 | -2.2
O=C(Nc1ccccc1I)c1ccc([N+](=O)[O-])cc1 | 4.7 | 0.2
O=C(Nc1cccc(F)c1)N1CCCC1c1nc(-c2ccccc2)no1 (stereo unspecified) | -2.6 | -3.6

New compounds follow
SMILES | mHTT-CaM PPI inh | Pf apPOL block
CCCn1nc(C)cc1CN(C)C(=O)c1cn2ccccc2n1 | -0.8 | -6.5
COc1ccc(-c2nc(Cc3ccc(Cl)c(Cl)c3)no2)cc1[N+](=O)[O-] | -2.0 | -3.9
Cn1nc(-c2ccccc2)cc1C(=O)NCCOc1ccc2nnc(-c3ccccc3)n2n1 | 7.5 | -2.6
CCC(=O)NCc1csc(C2CCN(C(=O)c3ccc(C)cc3C)CC2)n1 | 3.2 | -3.4
COc1ccccc1C1CC(=O)Oc2ccc(C(C)(C)C)cc21 (stereo unspecified) | -30.4 | -0.6
Cc1cccc(NC(=O)CS(=O)(=O)c2cccc3nsnc23)c1C | 8.0 | 4.0
COc1ccc(-c2cn3c4c(=O)n(C)c(=O)n(C)c4nc3n2-c2ccc(C)cc2)cc1 | -2.0 | -4.9
COc1ccccc1NC(=O)c1cc(S(=O)(=O)NC2CCCCC2C)ccc1F (stereo unspecified) | 11.0 | -0.4
COc1ccc(-n2nc3c(c2NC(=O)c2cc(Cl)ccc2[N+](=O)[O-])CSC3)cc1 | 28.0 | -6.6
COc1ccc(-n2nc3nc[nH]c(=O)c3n2)cc1 | -0.7 | -4.6
CC1CCN(C(C(=O)Nc2ccc3c(c2)OCO3)c2ccccc2)CC1 (stereo unspecified) | 1.0 | -7.0
O=[N+]([O-])c1cccc(C=Nc2ccc(Cl)c([N+](=O)[O-])c2)c1 | 9.0 | -1.3
Cc1ccc(NC=C2C(=O)N(c3ccc(F)cc3F)C(c3cccnc3)S2(=O)=O)cc1 (stereo unspecified) | . | -5.0
O=c1nc(SCc2ccccc2)c2c(n1CC1CCCO1)CCC2 (stereo unspecified) | 10.6 | -3.8
COc1ccc(N2CCN(C(CNC(=O)Nc3cccs3)c3ccco3)CC2)cc1 (stereo unspecified) | 23.3 | 0.1
CC1=NN(c2ccc(Cl)c(Cl)c2)C(=O)/C1=C/c1ccccc1 | 15.0 | -3.3
O=[N+]([O-])c1ccc(CN2CC(N3CCN(CCO)CC3)CS2(=O)=O)cc1 (stereo unspecified) | -2.5 | -7.9
Clc1cccc(-c2nc(-c3cccnc3)no2)c1 | 0.5 | -1.7
CCOC(=O)C(C)Oc1ccc2c(c1)OC(=Cc1cccc(OC)c1)C2=O (stereo unspecified) | 1.9 | -2.1
Cc1cc(NS(=O)(=O)c2ccc(C(C)(C)C)cc2)no1 | -2.4 | -3.6
CN(C(=O)C1CCCN(c2ncnc3c2nc2n3CCCCC2)C1)c1ccccc1F (stereo unspecified) | 8.9 | 2.6
O=C(CCCOc1ccccc1)Nc1ccc(I)cc1 | -3.2 | -7.1
O=C1C2CCCN2C(c2ccccc2Cl)N1c1nccs1 (stereo unspecified) | -1.1 | -2.5
COc1cc(/C=c2\sc3nc4ccccc4n3c2=O)ccc1OCc1nn[nH]n1 | 20.0 | -1.9
Nc1c(C(=O)NCc2cccs2)nnn1-c1ccc(Cl)cc1Cl | -6.0 | -5.1
N#Cc1nc(COc2ccc(Br)cc2)oc1NCc1cccnc1 | 12.0 | -4.4
CCOc1ccc(C(=O)N2CCCCC2CCN2CCCCC2)cc1 (stereo unspecified) | -0.9 | -7.0
COC(=O)CC(N)=C(C#N)C(=O)OC | . | -6.0
CN(C)CCNC(=O)c1cc2c(n1C)CCN(Cc1ccc(F)cc1)C2 | 38.4 | 3.7
COc1cccc(C2=N/C(=C\c3ccccc3OC)C(=O)O2)c1 | 5.0 | -2.5
CCOc1ccccc1-c1ccc(C(=O)O)s1 | 3.6 | 34.7
CCCCN(C)C(=O)c1cc2c(s1)CN(C1CCCC1)C2 | 7.0 | 0.9
O=C1OC(c2ccccc2Cl)=N/C1=C/c1cc2c(cc1Cl)OCO2 | 8.0 | 24.8
CCOc1ccc(N(CC(=O)NCc2ccccn2)S(=O)(=O)c2ccc(C)cc2)cc1 | 21.5 | 0.4
COCCN1CCC(N2CCCN(C(=O)CCc3c(C)noc3C)CC2)C1=O (stereo unspecified) | 9.1 | -1.1
CCOC(=O)C1CCCN(C(=O)Nc2c(-c3ccccc3)noc2C)C1 (stereo unspecified) | . | -5.8
O=C1OC(C2OC(=O)c3ccccc32)c2ccccc21 (stereo unspecified) | -7.4 | .
CC1CC(=O)C2=C(C1)OC(N)=C(C#N)C2c1cccnc1 (stereo unspecified) | 1.4 | -2.3
CCc1cccc(NC(=O)C2CCN(c3ncnc4c3nc3n4CCCCC3)CC2)c1 | 5.9 | -3.4
COc1ccc2c(C)nc(N=C(NC(C)=O)NC(C)=O)nc2c1 | 3.4 | -0.5
CC(C)CCC1(CCNC(=O)c2cccs2)CCOC(C)(C)C1 (stereo unspecified) | -1.8 | 0.0
O=C(NC(N1CCOCC1)C(Cl)(Cl)Cl)c1cccc(Cl)c1 (stereo unspecified) | -11.0 | 0.0
O=C(C1CCN(c2ccncc2)CC1)N1CCN(c2ncccn2)CC1 | -1.5 | -8.4
COc1ccc2nc(C(=O)NCc3ccc(Br)cc3)cn2n1 | 2.8 | -9.4
Cc1cc(C2CCCN2C(=O)c2cc(C(F)(F)F)n(C)n2)on1 (stereo unspecified) | 1.1 | -7.8
Cc1cccc(CNC(=O)C2CCN(c3cccc(C)c3)C2=O)c1 (stereo unspecified) | -1.6 | -0.8
Cc1cc(NC(=O)Cn2c(=O)n(Cc3ccccc3)c(=O)c3c(C)c(C)sc32)n[nH]1 | -5.0 | -12.9
O=C(c1ccc(N2CCC3(CC2)OCCO3)c([N+](=O)[O-])c1)N1CCC(Cc2ccccc2)CC1 | 14.0 | -5.8
COc1cc(C=C2C(=O)c3ccccc3C2=O)ccc1OCC(=O)Nc1ccc(C)cc1 | 3.0 | -5.2
O=C(O)c1cc(O)c2c(c1)C(C1c3cccc(O)c3C(=O)c3c(O)cc(C(=O)O)cc31)c1cccc(O)c1C2=O (stereo unspecified) | . | 1.5
CC(C)(C)c1cc(Cc2ccccc2)[nH]n1 | -8.2 | 0.2
CCc1ccc(OCC(=O)N2CCOCC2)cc1 | -1.1 | -1.8
CC(=NOC(=O)c1ccc(Cl)cc1)c1ccc[nH]1 | . | -11.1
Cc1ccc(NC(=O)CC2SC3=NCCN3C2=O)cc1 (stereo unspecified) | -5.0 | 5.8
COc1ccccc1C(=O)Nc1cccc2nc(C)ccc12 | -4.6 | -6.5
COc1cc(C2NC(C(=O)O)CS2)ccc1OCc1c(F)cccc1Cl (stereo unspecified) | -6.0 | -1.1
Cc1ccc(-c2csc3c(=O)n(CC(=O)Nc4cc(F)ccc4F)cnc23)cc1 | -8.3 | -0.6
O=[N+]([O-])c1ccc(O)c(C=Nc2ccc(O)cc2)c1 | 5.0 | -0.5
O=C(Cc1ccc(NC(=O)C2CCCC2)cc1)NCC(F)(F)F | -12.2 | -4.7
Cc1ccc(NC(=O)c2ccc(F)cc2)c(C)c1 | -10.0 | -4.8

Profiles from above. Order of screens: mHTT-CaM PPI inh	Pf apPOL block
Profile of `O=C(O)c1cc(O)c2c(c1)C(C1c3cccc(O)c3C(=O)c3c(O)cc(C(=O)O)cc31)c1cccc(O)c1C2=O` (stereo unspecified) = .	1.5
Profile of `CC(C)(C)c1cc(Cc2ccccc2)[nH]n1` = -8.2	0.2
Profile of `O=C(c1ccc(N2CCC3(CC2)OCCO3)c([N+](=O)[O-])c1)N1CCC(Cc2ccccc2)CC1` = 14.0	-5.8
Profile of `Cc1ccc(NC(=O)CC2SC3=NCCN3C2=O)cc1` (stereo unspecified) = -5.0	5.8
Profile of `Cc1cccc(CNC(=O)C2CCN(c3cccc(C)c3)C2=O)c1` (stereo unspecified) = -1.6	-0.8

(next part)
SMILES | mHTT-CaM PPI inh | Pf apPOL block
Cc1cccc(NC(=O)CC2SC(=NC3CCCCC3)NC2=O)c1 (stereo unspecified) | 9.0 | -1.5
COc1ccc(S(=O)(=O)N(CC(=O)Nc2cccc(C(C)=O)c2)Cc2ccccc2)cc1 | -2.3 | -3.1
COc1ccc(C(=O)Nc2ccccc2C(=O)NCCCC(=O)O)cc1 | 0.7 | -3.1
CN1C(=O)CCC2(CN(C)S(=O)(=O)Cc3ccccc3)CCCC12 (stereo unspecified) | -20.4 | -5.0
CCN1CCCC1CNC(=O)c1cc(-c2cccnc2)nc2ccccc12 (stereo unspecified) | -14.0 | -4.6
CCc1cc2c(=O)c(-c3nc4ccccc4s3)c(C)oc2cc1O | 19.1 | -3.0
COc1ccc(C2=NOC(COc3ccc([N+](=O)[O-])cc3)C2)cc1 (stereo unspecified) | . | -5.3
COc1ccccc1NC(=O)C1CCN(c2c(C#N)cnc3ccccc23)CC1 | -0.3 | 1.8
Cc1ccc(SCCS(=O)(=O)c2ccc(F)cc2)cc1 | . | -1.9
CC(=O)c1cccc(NC(=O)C2CCCN(c3ncnc4c3nc3n4CCCCC3)C2)c1 (stereo unspecified) | 7.8 | 0.8
CCC(C)NS(=O)(=O)c1ccc(F)c(C(=O)Nc2ccc(C(C)C)cc2)c1 (stereo unspecified) | 1.0 | 0.3
CCOc1ccccc1NC(=O)c1nn(-c2ccccc2OC)c(=O)c2ccccc12 | -4.0 | 0.6
O=C(Oc1ccccc1)OC1C=CS(=O)(=O)C1 (stereo unspecified) | -3.0 | -4.0
c1coc(CN2CCN(C3CCCCC3)CC2)c1 | 0.1 | -11.9
CN(C)CCCOc1ccc(Cl)cc1Br | 5.2 | 2.7
CCN(CC)C(=O)Cn1c(C)c(C=O)c2ccccc21 | 0.5 | -10.5
CCc1ccc(C(C)NC(=O)c2cncc(Br)c2)cc1 (stereo unspecified) | -0.6 | -6.7
COc1cccc(Nc2ccccc2C)c1 | 14.7 | -2.8
N#CCN(CC#N)C(=O)c1ccccc1[N+](=O)[O-] | -0.8 | -1.0
Cc1nc2c(C(=O)NC3CCCCC3)c[nH]n2c(=O)c1Cc1ccc(F)cc1Cl | 29.0 | -8.1
CC(C)(C)c1c(C#N)sc2sc(C#N)c(N)c12 | . | -24.8
CC(C)Oc1ccccc1NC(=O)CSc1nc2ccccc2c(=O)n1Cc1ccccc1 | -4.7 | -1.9
C=CCOC(=O)COc1ccc2c(c1)OC(=Cc1cc(OC)c(OC)c(OC)c1)C2=O | -4.7 | -7.9
COc1ccc(/C=C2/N=C(c3ccc(C)cc3)OC2=O)c(OC)c1OC | 0.0 | 11.1
O=C(NC1CCCCC1)C1c2ccccc2C(=O)N1CCCN1CCOCC1 (stereo unspecified) | -4.0 | -13.3
COc1cc(NC2=CC(=O)CC(C)(C)C2)cc(OC)c1 | 2.4 | -0.7
